NOD2-RIPK2 inh – inhibitors of human NOD2-RIPK2 interaction; AID 624267; CHO BLA complementation NOD2-RIPK2, CCF4 ratio; inhibition, % at 4.98 µM; actives 0.38% (n = 360,000); O43353; in the data active = inhibition above about 21%;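 note: 0% = vehicle only and 100% = reference blocker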
Target sequence (O43353 whole entry, looked up): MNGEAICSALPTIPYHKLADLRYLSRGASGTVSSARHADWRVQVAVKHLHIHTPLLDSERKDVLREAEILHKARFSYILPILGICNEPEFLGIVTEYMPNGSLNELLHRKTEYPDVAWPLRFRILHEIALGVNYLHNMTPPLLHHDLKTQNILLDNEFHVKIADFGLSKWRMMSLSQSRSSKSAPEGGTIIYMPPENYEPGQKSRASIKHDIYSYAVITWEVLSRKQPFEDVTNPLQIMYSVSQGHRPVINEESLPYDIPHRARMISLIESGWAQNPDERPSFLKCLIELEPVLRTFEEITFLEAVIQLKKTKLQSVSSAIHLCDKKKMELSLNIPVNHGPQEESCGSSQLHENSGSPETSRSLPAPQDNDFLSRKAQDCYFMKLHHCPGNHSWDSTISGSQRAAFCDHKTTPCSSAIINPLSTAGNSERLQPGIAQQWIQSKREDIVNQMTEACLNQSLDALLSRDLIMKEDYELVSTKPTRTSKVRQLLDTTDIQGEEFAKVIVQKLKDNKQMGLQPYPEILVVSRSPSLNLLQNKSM
NCOA3 inh – human NCOA3 inhibition | actives 0.17% (n = 360,000) | HEK293 GAL4-SRC3 luciferase reporter, luminescence | Q9Y6Q9 | inhibition, % at 3.6 µM | AID 588352;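 active = inhibition above a per-campaign cutoff, the mean of all compounds plus 3 SD, cut at about 60% in these data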;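 note: 0% = DMSO-treated cells and 100% = gossypol-treated cells at 36 µM; higher means less SRC3-driven luciferase light from the GAL4 reporter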
Vif imaging – inhibitors of HIV Vif. HEK293T cells, Vif self-association by quenched fluorescence, imaging, 24 h. inhibition, % at 7.49 µM. actives 0.35% (n = 340,000); in the data active = inhibition above about 50%, passing the limit was not always enough; note: some results filed as inactive read as strong as hits
LMP1 NFkB inh – Epstein-Barr LMP1 NF-kappaB reporter inhibition. LMP1-induced NF-kappaB luciferase reporter cells, luminescence. inhibition, % at 12.5 µM. actives 0.69% (n = 350,000). AID 504558; in the data active = inhibition above about 41%;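 note: 0% = neutral control wells and 100% = reference inhibitor control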
TLR9-MyD88 block – blocks human TLR9 binding to MyD88 | Q9NR96+Q99836 | CHO BLA complementation TLR9-MyD88, CCF4 FRET ratio | inhibition, % at 4.98 µM | actives 0.21% (n = 340,000);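 active = inhibition above the mean over all tested compounds plus 3 SD, cut at about 21% in these data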;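 note: 0% = DMSO only wells and 100% = clavulanate BLA inhibitor control wells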
TROY NFkB inh – TROY signaling inhibition. Q293 LMP1-TROYcd NF-kB luciferase reporter, 4 h. inhibition, % at 10 µM. actives 0.98% (n = 360,000);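 active = compounds whose plate-normalised and pattern-corrected inhibition of the luciferase reporter signal at the single screening dose is 50% or more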
TRAIL sens C8 – sensitizes caspase-8 expressing cells to TRAIL | NB7+C8 cells + TRAIL, ATPlite viability luminescence | inhibition (viability loss, TRAIL sensitization), % at 10 µM | actives 1% (n = 360,000);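 active = compounds causing at least 50% loss of cell viability in the single-dose screen, relative to plate controls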
NCOA1 inh – inhibits human SRC1 coactivator. actives 0.12% (n = 360,000). HEK293 GAL4-SRC1 luciferase reporter, luminescence. AID 588354. Q15788. inhibition, % at 3.6 µM;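 active = inhibition above the campaign mean plus 3 SD, with each screening campaign given its own cutoff, cut at about 60% in these data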;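 note: 0% = DMSO treated cells and 100% = gossypol at 36 µM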
COUP-TFII inh – inhibitors of human COUP-TFII (NR2F2); actives 0.7% (n = 370,000); HEK293T NGFI-A luciferase reporter, luminescence; AID 686940; P24468; inhibition, % at 8.6 µM;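 active = inhibition above a per-plate cutoff, mean inhibition of test wells between control levels plus 3 SD, cut at about 38% in these data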;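 note: cells cotransfected with COUP-TFII expression vector driving the NGFI-A reporter; 0% = median of COUP-TF2 test wells and 100% = reporter-only cells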
Target sequence (P24468 whole entry, looked up): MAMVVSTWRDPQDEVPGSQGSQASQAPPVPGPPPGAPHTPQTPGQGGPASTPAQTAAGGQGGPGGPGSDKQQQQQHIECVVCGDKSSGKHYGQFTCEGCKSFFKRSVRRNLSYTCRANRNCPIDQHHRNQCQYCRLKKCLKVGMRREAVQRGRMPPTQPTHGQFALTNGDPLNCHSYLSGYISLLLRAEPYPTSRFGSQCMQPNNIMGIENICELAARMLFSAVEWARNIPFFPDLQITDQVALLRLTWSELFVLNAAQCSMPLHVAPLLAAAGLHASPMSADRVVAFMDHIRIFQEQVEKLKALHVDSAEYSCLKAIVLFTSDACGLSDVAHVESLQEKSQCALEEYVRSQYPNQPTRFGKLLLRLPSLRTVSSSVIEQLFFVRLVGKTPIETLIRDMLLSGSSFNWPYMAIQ
NCOA2 inhibitor – human SRC2 (NCOA2) inhibition. inhibition, % at 9 µM. actives 0.17% (n = 370,000). Q15596. HEK293 GAL4-SRC2 luciferase reporter, luminescence;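 active = inhibition above the mean inhibition of all tested compounds plus 3 SD, set per campaign, cut at about 52% in these data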;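 note: 0% = DMSO treated cells and 100% = cells given Gossypol at 36 µM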
LRH-1 inv ag – inverse agonists of human LRH-1 (NR5A2); O00482; inhibition, % at 3.6 µM; actives 0.13% (n = 360,000); HEK293T StAR-luciferase reporter, LRH-1 transfected, 24 h;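 active = inhibition above the mean inhibition of all tested compounds plus 3 SD, cut at about 73% in these data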;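 note: 0% = DMSO wells and 100% = reporter-only cells lacking LRH-1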
* hit, by the source's call; . = not tested or not shown. Some of the compounds tested. The share of hits here may be higher or lower than overall.

canonical_smiles,NOD2-RIPK2 inh,NCOA3 inh,Vif imaging,LMP1 NFkB inh,TLR9-MyD88 block,TROY NFkB inh,TRAIL sens C8,NCOA1 inh,COUP-TFII inh,NCOA2 inhibitor,LRH-1 inv ag
CC(C)NC(=O)c1cnc(N2CCN(c3ccccn3)CC2)c2ccccc12,5,5,0,8,-8,-20,2,-11,18,16,-7
CCC(C(=O)N1CCN(c2ncccn2)CC1)c1ccccc1 (stereo not drawn),-8,-11,0,0,-4,18,-3,7,10,-1,4
COCCN=c1scc(-c2ccco2)n1/N=C/c1ccc(O)c(O)c1O,-12,9,-5,-26,13,-19,17,-23,-26,-8,-16
CC(C)(CNS(=O)(=O)c1cccs1)N1CCOCC1,3,1,3,-8,-4,4,16,-4,-6,-31,9
C/C(=N\NC(=S)NC1CCCCC1)c1ccc(C)o1,0,-9,-10,-5,1,22,3,-18,0,-18,-23
CC1=NN(c2ccccc2)C(=O)/C1=C\c1cc(C)n(C)c1C,5,-5,-1,0,-2,-32,-9,-9,-8,-41,-7
CCOC(=O)NC(=O)C(=CNNc1ncc(C(F)(F)F)cc1Cl)C(=O)NC(=O)OCC,4,-9,3,-12,-5,-7,-3,-8,-12,5,3
CCCN1CCC(=NNC(=O)c2ccc(Br)o2)CC1,-5,-40,2,-1,-3,-32,10,-74,-29,-72,-95
CC(OC(=O)c1cc2sccc2n1C)C(=O)NCc1ccc2c(c1)OCO2 (stereo not drawn),-9,9,3,-3,-5,-15,11,1,15,11,-23
COc1cc(Cn2c(-c3ccc(O)c(OC)c3)nc3ccccc32)ccc1O,-8,7,2,3,5,4,-18,1,-5,-3,-8
COc1cccc(-n2c(SCC(=O)NCC3CCCO3)nc3c([nH]c4ccccc43)c2=O)c1 (stereo not drawn),-5,-10,-13,1,-2,-4,6,-10,7,3,17
O=C1OC(CCl)CN1Cc1ccc([N+](=O)[O-])cc1 (stereo not drawn),-3,16,-7,-16,5,-13,3,-6,-20,8,15
CCCCC[C@H]1CN(Cc2ccc(OC)cc2)C(=O)[C@@H]1CC(=O)NCc1ccccc1,-3,-9,3,9,-2,-11,-7,9,-1,-3,-9
O=C1C2CC=CCC2C(=O)N1c1n[nH]c(CCc2ccccc2)n1 (stereo not drawn),15,4,-1,4,8,10,-9,4,-7,2,7
NC(=O)C1CCCN(CCc2ccccc2)C1 (stereo not drawn),9,10,-1,-10,-1,-8,-7,3,-2,-1,19
Cn1c(SCC(=O)NCc2ccco2)nnc1-c1c[nH]c2ccccc12,-11,-19,2,5,-3,17,-4,-1,11,-16,-14
CN1CCN(C(=O)c2cc3nc(-c4ccccc4)cc(C(F)(F)F)n3n2)CC1,1,-4,-1,7,-7,-1,0,9,27,20,-14
CCCc1nc2ccccc2c2nc(N)nn12,-3,-2,-10,3,1,1,-12,-23,-11,7,12
O=C(CSc1ncccn1)NC1CCCc2ccccc21 (stereo not drawn),9,15,-4,-7,-3,16,5,0,-8,11,-3
Cc1cccc(N2CCN(CC(=O)NCC3CCCCC3)CC2)c1C,9,-8,-12,3,9,5,-1,0,-12,0,-12
N=C1/C(=C/c2cccn2Cc2ccc(Cl)cc2)C(=O)N=C2SC=CN12,-14,2,-2,3,4,-17,-6,2,25,-13,3
Cc1ccc(-c2nnc(CN3CCN(C)CC3)o2)cc1,-2,6,-5,7,-4,-25,6,-10,-13,4,-19
O=C1c2ccccc2C(=O)C1c1ccnc2ccccc12,-6,-139,-2,13,10,42,90*,-106,-44,-65,-68
CCN(c1ccccc1)S(=O)(=O)c1ccc(OC)c(NC(=O)CCc2nc3ccccc3c(=O)[nH]2)c1,-4,-11,21,2,7,-2,-16,-25,9,1,13
COc1cccc(NC(=O)c2ccc(CN3CCOCC3)cc2)c1,-2,-59,-1,-12,-5,-37,24,-76,-28,-53,-86
COCCn1c(=O)[nH]c2cc(C(=O)NCCN3CCN(c4ccccc4F)CC3)ccc2c1=O,1,5,.,13,-4,10,-11,13,-12,-4,4
O=C(CSc1nn(-c2ccc(Cl)cc2)c(=S)s1)NCC1CCCO1 (stereo not drawn),-11,1,13,-8,-15,1,-3,-4,-1,30,-13
Cc1cc(C)cc(OCC(O)Cn2nc(C)cc2C)c1 (stereo not drawn),3,6,37,-6,2,-2,-22,-2,0,-2,23
Cc1nc(C(F)(F)F)c(C(=O)N/N=C(\N)c2ccccn2)s1,4,27,-3,35,9,-5,14,11,6,7,16
CCOc1ccc(CNC(=O)CCS(=O)(=O)Cc2ccc(C)cc2)cc1OC,3,17,3,0,-4,9,-1,6,16,21,2

One compound at a time, from the list above. Values in the order: NOD2-RIPK2 inh, NCOA3 inh, Vif imaging, LMP1 NFkB inh, TLR9-MyD88 block, TROY NFkB inh, TRAIL sens C8, NCOA1 inh, COUP-TFII inh, NCOA2 inhibitor, LRH-1 inv ag
Cc1nc(C(F)(F)F)c(C(=O)N/N=C(\N)c2ccccn2)s1 across the screens: 4, 27, -3, 35, 9, -5, 14, 11, 6, 7, 16
O=C(CSc1nn(-c2ccc(Cl)cc2)c(=S)s1)NCC1CCCO1 (stereo not drawn) across the screens: -11, 1, 13, -8, -15, 1, -3, -4, -1, 30, -13

Additional records follow.
canonical_smiles,NOD2-RIPK2 inh,NCOA3 inh,Vif imaging,LMP1 NFkB inh,TLR9-MyD88 block,TROY NFkB inh,TRAIL sens C8,NCOA1 inh,COUP-TFII inh,NCOA2 inhibitor,LRH-1 inv ag
C/C(=N\NC(=O)c1nnn(-c2nonc2N)c1CN(C)c1ccccc1)c1ccc(O)cc1,-8,20,-10,34,3,-19,-18,3,0,-5,-10
O=C(COc1ccc(S(=O)(=O)Nc2cccc(C(F)(F)F)c2)cc1)N1CCOCC1,-6,7,-13,6,-4,-16,6,-6,7,14,9
Cc1ccc(Cl)cc1NC(=S)N(CCCN1CCOCC1)Cc1ccccn1,5,4,-6,7,-4,11,3,-74,-21,-6,4
CCc1cccc(C)c1NS(=O)(=O)Cc1ccccc1,8,1,4,4,0,-5,11,-4,19,12,-5
COc1ccc(/C=N/NC(=O)c2cc(-c3cccnc3)nc3ccccc23)c(OC)c1,9,14,-1,-3,8,23,-3,0,2,8,1
CC(NC(=O)COC(=O)c1ccc2c(=O)n3c(nc2c1)CCCCC3)c1ccc(F)cc1 (stereo not drawn),-8,-8,-1,3,1,-3,-16,1,-2,11,33
Cc1nc2ccccc2n1-c1ccccc1,-10,-14,-4,-2,-9,9,7,-5,-3,5,-8
Cc1ccc(S(=O)(=O)NCC(=O)N(CC(=O)NCC2CCCO2)c2ccc(Cl)cc2)cc1 (stereo not drawn),0,2,-4,4,-12,-9,-4,6,7,-15,7
COc1ccc(S(=O)(=O)NC(C(=O)OCC(=O)Nc2ccc(N3CCOCC3)cc2)C(C)C)cc1 (stereo not drawn),-5,3,-8,3,4,-8,-1,2,-6,7,6
Cc1nc(Cl)c(C#N)c2c1CCCC2,2,11,-3,3,-4,-11,11,7,0,12,-22
COC(=O)NC1c2ccccc2Oc2ccccc21,3,6,2,-8,9,-4,-11,-2,21,11,14
Cc1[nH]nc2c1C(c1ccc(Cl)cc1)C(C#N)=C(N)O2 (stereo not drawn),-8,-15,4,-6,-13,11,-4,0,-1,4,-17
CC1=C(C(=O)OC(C)C)C(c2cccs2)N2C(=O)CCSC2=N1 (stereo not drawn),-9,-1,-6,-7,0,-3,-3,-5,11,0,-11
COc1ccc(C2/C(=C(/O)c3ccc4c(c3)CC(C)O4)C(=O)C(=O)N2CCCn2ccnc2)cc1 (stereo not drawn),3,1,0,4,-2,-23,-5,2,-1,-13,12
CC(C)CC1(C)NC(=O)N(CC(=O)Nc2ccccc2Br)C1=O (stereo not drawn),-13,-4,-4,-3,-15,-2,-5,0,-2,3,5
CNC(=O)c1[nH]cnc1C(=O)N[C@@H](Cc1ccccc1)C(=O)OCc1ccccc1,10,-40,.,1,-8,-21,6,1,-18,-34,18
O=C(CSc1nnc(-c2ccccc2)o1)NC1CCCC1,-6,3,-7,-8,-4,-11,-6,-34,5,-1,2
CCN1CCN(c2ccc(NC(=O)c3ccc4c(c3)OCCO4)cc2C)CC1,5,-62,-3,-14,6,39,21,-105,-34,-68,-99
CCn1ncc(Br)c1C(=O)Nc1sc2c(c1C(=O)OC)CCC2,-1,3,-7,0,-6,7,-11,-1,1,18,5
COc1ccc(-c2nnn(CC(=O)Nc3sc4c(c3C#N)CCCC4)n2)cc1,-8,4,29,-9,0,0,-4,-11,12,-19,39
CCN1C(=O)C(CC(=O)Nc2ccccc2Cl)N(NC(=O)c2cccc(F)c2)C1=S (stereo not drawn),5,1,-6,-19,0,-10,-19,11,-16,13,-12
COc1ccccc1N1CCN(c2cnccn2)CC1,-3,8,3,7,-16,8,2,4,8,-15,4
CC(C)Sc1nc(N)nc2c1ncn2C1OC(CO)C(O)C1O (stereo not drawn),8,-14,0,-4,-4,-4,13,7,-9,-9,-8
O=C(Cn1c(CC(=O)N2CCCC2)nc2ccccc21)NCc1ccccc1,-7,-14,3,-4,4,10,-3,-29,-7,7,12
CC(C)n1cc(-c2ccc(Cl)cc2)cc(C#N)c1=O,-4,-8,-11,-2,-9,25,-7,-9,8,-4,-15
CCCN(Cc1ccccc1)C(=S)Nc1ccc(OC(F)F)cc1,7,-25,5,2,-3,-43,4,-9,9,1,-19
CCOc1ccc(C(c2c(O)nc(SC)[nH]c2=O)c2c(O)nc(SC)[nH]c2=O)cc1,0,14,-4,.,.,-15,0,7,20,-16,16
CC(C)CNC(=O)c1cc(=O)[nH]c2ccc(S(=O)(=O)Nc3ccc(F)cc3)cc12,9,-28,-4,3,-9,17,-10,14,16,-19,11
CC1=NN(Cc2ccccc2)C(=O)C1C(c1ccc(Cl)cc1)C(C#N)C#N (stereo not drawn),-2,-22,-3,-13,-12,28,-7,5,7,23,20
O=C(Nc1cccc(Cl)c1)Nc1cnccn1,-2,1,-7,-2,-12,-6,-7,-52,-6,-32,-27
Nc1nonc1-n1nnc(C(=O)N/N=C/c2ccc(O)cc2)c1COc1ccc(F)cc1,-9,10,-9,-11,-7,25,21,-26,5,-9,-11
CN1C(=O)c2ccc(C(=O)NCc3ccco3)cc2C1=O,0,-1,7,-2,12,13,5,-16,10,-11,16
COc1cc(OC)cc(C(=O)NCc2ccc3c(c2)OCO3)c1,-5,-14,21,-1,1,-1,-4,-6,6,-16,14
CCN1CCC(NCCc2ccc(F)cc2)CC1,-5,-89,-2,7,-11,9,-6,-86,-10,19,-103
Cc1ccc(C)n1-n1c(C)nc2sc(-c3ccccc3)cc2c1=O,-2,-73,-16,9,-24,5,39,-104,-24,-4,-131
CCOc1ccc(OCCC(=O)OCC(=O)NC2CCCC2)cc1,-10,11,12,-1,-11,-12,13,-16,8,-12,14
CSC1=NCCN1C(=O)c1c(F)cccc1Cl,-5,13,7,-13,6,5,-4,1,6,6,12
COCCCNCCOc1cc(C(C)C)ccc1C,-5,18,26,-2,0,-3,5,-8,-14,-34,5
